Rab9 prom act: activators of Rab9 promoter; Huh7 Rab9 promoter-luciferase reporter, luminescence, 24 h; Potency, µM (doses to about 9.22 µM), without a hit: top-dose activation, negative = inhibition, most hits filed as activators; 320,000 compounds, 2.8% hits; AID 485297; further: potency means the concentration at half of the fitted maximal effect; % of control where 0% means no effect; nearly all actives have a fitted effect of over 60% in size
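Promoter activation is measured as luciferase luminescence in Huh7 cells stably transfected with a Rab9 promoter–luciferase construct, following 24 h compound exposure at 37 °C and 10 min reagent incubation at ambient temperature.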
uPA generation: cell surface uPA generation inhibition; cell surface uPA generation assay, qHTS; Potency, µM (highest dose often 38.3 µM), inactives show at the highest dose activity change, negative = inhibition, most hits filed as inhibitors; 330,000 compounds, 0.31% hits; AID 540303; active means well fitted inhibition curve with a large enough effect; inconclusive means small, poorly fitted or top-dose-only effect; inactive means no such curve, though single readings can be large or run the other way; tested in mouse RAW 264.7 cells; further: potency means the concentration at half of the fitted maximal effect; on the % scale 0 is the no-effect control and ±100 the full control effect; nearly all actives have a fitted effect of over 55% in size
Coupling enz: coupling enzyme interference in Giardia aldolase counter-screen. 290,000 compounds, 0.67% hits. AID 2472. activity change, negative = inhibition, % at 58.2 µM, hits read low. coupling enzyme system counterscreen, AmpLite Red fluorescence; in the data active means activity change below about -30%; further: on the % scale 0 is the no-effect control and ±100 the full control effect
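Final compound at 57.5 uM, incubated 10 min at RT with coupling enzyme reagent (glyceraldehyde-3-phosphate), then 20 min with substrate and AmpLite Red detection. Fluorescence read at 525/598 nm; tests interference with the coupling assay, not aldolase inhibition.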
ELG1 genotoxic: induces genotoxicity in HEK293T cells with luciferase-tagged ELG1; Potency, µM (titrated, usually from 46 µM), inactives show at the top dose activity change, positive = activation, actives largely listed as activators; HEK293T ELG1-luciferase reporter, luminescence, 16 h; 330,000 compounds, 1.3% hits; AID 504466; further: potency means the concentration at half of the fitted maximal effect; % of control where 0% means no effect; nearly all actives have a fitted effect of over 60% in size
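Luminescence read-out: rising ELG1-luciferase signal, reflecting elevated ELG1 protein under genetic stress, flags genotoxic compounds. Cells were treated for 16 hr at 37 °C before ONE-Glo detection.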
Tb PFK block: T. brucei PFK enzyme inhibition | Potency, µM (doses to about 57.5 µM), without a hit: top-dose activity, negative = inhibition, actives largely listed as inhibitors | T. brucei PFK, ADP-Glo luminescence | 330,000 compounds, 0.17% hits | AID 485367;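 further: potency means the concentration at half of the fitted maximal effect; 0% = uninhibited 1x PFK enzyme wells and -100% = no-enzyme wells; nearly all actives have a fitted effect of over 60% in size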
Target sequence (O15648 whole entry, looked up): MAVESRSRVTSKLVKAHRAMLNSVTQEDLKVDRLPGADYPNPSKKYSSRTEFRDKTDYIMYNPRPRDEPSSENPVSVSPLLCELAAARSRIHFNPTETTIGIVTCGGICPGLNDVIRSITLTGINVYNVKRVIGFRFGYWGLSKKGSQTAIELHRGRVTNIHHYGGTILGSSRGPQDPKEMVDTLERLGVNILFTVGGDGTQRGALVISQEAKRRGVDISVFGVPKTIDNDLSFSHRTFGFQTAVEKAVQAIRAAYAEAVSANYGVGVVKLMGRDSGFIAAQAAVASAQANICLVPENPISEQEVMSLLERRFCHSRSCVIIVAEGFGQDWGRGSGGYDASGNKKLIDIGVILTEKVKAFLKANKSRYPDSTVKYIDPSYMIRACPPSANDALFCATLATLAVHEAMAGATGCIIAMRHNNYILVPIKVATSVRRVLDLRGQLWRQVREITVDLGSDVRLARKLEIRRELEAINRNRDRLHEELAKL
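ADP-Glo luminescence quantified ADP after 45 min at room temperature, with 1.25 nM T. brucei PFK, 0.1 mM ATP and 0.5 mM fructose-6-phosphate in pH 8.0 TEA buffer. qHTS titrations up to 57 µM; curves classified by quality.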
RORgamma inh: ROR gamma (mouse) transcription inhibition; 310,000 compounds, 5.4% hits; Potency, µM (top dose mostly 53.6 µM), without a hit: at the top dose activity change, negative = inhibition, hits mostly inhibitors; Drosophila S2 Gal4-RORgamma UAS-luciferase reporter, 20 h; further: potency means the concentration at half of the fitted maximal effect; on the % scale 0 is the no-effect control and ±100 the full control effect; nearly all actives have a fitted effect of over 60% in size
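Using a luciferase readout, inhibitors were identified by reduced reporter activity in Drosophila cells coexpressing a copper-inducible Gal4–ROR gamma fusion and UAS-driven Photinus luciferase, incubated 20 hr after 700 uM copper sulfate.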
FLuc counter: firefly luciferase modulation, counter-screen for miR-21 project; P08659; purified FLuc, Km substrates, luminescence inhibition; Potency, µM (highest dose often 57.5 µM), for the others: at the highest dose activity change, negative = inhibition, most hits filed as inhibitors; 360,000 compounds, 6.9% hits;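 further: potency means the concentration at half of the fitted maximal effect; plate controls were vehicle for no effect and reference inhibitor for full effect; nearly all actives have a fitted effect of over 55% in size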
Target sequence (P08659 whole entry, looked up): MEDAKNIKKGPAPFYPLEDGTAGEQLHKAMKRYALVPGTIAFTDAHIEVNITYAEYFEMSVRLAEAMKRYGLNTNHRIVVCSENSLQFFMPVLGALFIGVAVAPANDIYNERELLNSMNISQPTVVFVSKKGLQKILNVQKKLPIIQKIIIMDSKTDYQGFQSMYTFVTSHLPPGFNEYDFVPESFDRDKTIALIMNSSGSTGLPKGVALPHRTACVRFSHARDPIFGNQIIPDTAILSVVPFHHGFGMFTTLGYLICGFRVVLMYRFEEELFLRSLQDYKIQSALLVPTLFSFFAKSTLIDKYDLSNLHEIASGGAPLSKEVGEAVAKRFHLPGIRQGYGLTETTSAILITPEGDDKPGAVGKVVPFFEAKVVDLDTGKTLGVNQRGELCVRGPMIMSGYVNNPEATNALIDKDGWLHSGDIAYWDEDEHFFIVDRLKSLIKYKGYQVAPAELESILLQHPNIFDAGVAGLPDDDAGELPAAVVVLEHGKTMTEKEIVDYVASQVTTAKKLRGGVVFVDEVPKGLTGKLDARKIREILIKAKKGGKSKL
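Purified P. pyralis luciferase (10nM final) with 10uM D-luciferin and 10uM ATP (Km levels) in 50mM Tris acetate pH 7.5, 10mM Mg acetate, 0.01% Tween-20, 0.05% BSA; qHTS 6-point titration, ~60 µM downward; luminescence read.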
Gal4-VP16 FLuc: counter-screen for ROR gamma inhibitors: Gal4-VP16 reporter | Drosophila S2 Gal4-VP16 UAS-luciferase, luminescence, 20 h | Potency, µM (top dose mostly 53.6 µM), for the others: at the top dose activity, negative = inhibition, most hits filed as inhibitors | 310,000 compounds, 3.5% hits;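 further: Gal4-VP16 expression switched on by copper sulfate through the metallothionein promoter; potency means the concentration at half of the fitted maximal effect; on the % scale 0 is the no-effect control and ±100 the full control effect; nearly all actives have a fitted effect of over 50% in size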
Giardia killer: kills Giardia lamblia | Giardia lamblia trophozoite viability | activity change, % at 7.66 µM, hits read low | 340,000 compounds, 0.15% hits; in the data active means activity change below about -80%; inconclusive means between about -30% and that limit;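 further: parasites exposed to compound for two days anaerobically before the ATP read; on the % scale 0 is the no-effect control and ±100 the full control effect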
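Viability, read as ATP luminescence: trophozoites at 100 cells/well, compound added, 48 hrs anaerobic at 37 deg C, then 15-30 min room-temperature development before reading.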
KCNH2 3.1 block: blocks the human KCNH2 3.1 channel isoform; U2OS KCNH2 3.1, thallium flux FluxOr; hits give low values; activity change, % (tested at about 1.8 µM); 340,000 compounds, 0.95% hits;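 active means maximum activity change below -70%; inconclusive means maximum activity change from -70% to -50%; inactive means maximum activity change above -50%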;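 further: thallium influx rate constant from kinetic fluorescence after stimulation buffer; on the % scale 0 is the no-effect control and ±100 the full control effect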
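FluxOr-based Tl+ influx in U2OS cells transduced with KCNH2 3.1 virus; rate constants normalized to DMSO controls.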
NPC1 promoter act: activates the NPC1 promoter; 320,000 compounds, 2.4% hits; AID 485313; Potency, µM (series often up to 9.22 µM), inactives show at the highest dose activation, usual class: activators; Huh7 NPC1 promoter luciferase reporter, 24 h;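 further: potency means the concentration at half of the fitted maximal effect; % of control where 0% means no effect; nearly all actives have a fitted effect of over 60% in size; reporter is driven by a mutant NPC1 promoter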
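Stable NPC1-promoter luciferase Huh7 line; cpd (DMSO) 24 h, 37 °C, 5% CO2; Amplite luciferase reagent 10 min RT; luminescence readout. qHTS format.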
Active calls of the source: *; ? = inconclusive; / = no result given; [ ] = remark or other dose. Unless noted, the call rests on the fitted dose curve; in most records, active means well fitted curve in the direction sought with a large enough effect; inconclusive means small, poorly fitted or top-dose-only effect, or another doubt; inactive means no such curve, though single readings can be large; an effect the other way counts as inactive or inconclusive. Compounds as they come (roughly 14% active in at least one column).

SMILES	Rab9 prom act	uPA generation	Coupling enz	ELG1 genotoxic	Tb PFK block	RORgamma inh	FLuc counter	Gal4-VP16 FLuc	Giardia killer	KCNH2 3.1 block	NPC1 promoter act
CCCC(C)NC(=O)Cc1ccccc1[N+](=O)[O-] (stereo not given)	-2%	1%	1	-1%	0%	0%	-1%	-5%	3	2	-1%
C#CCOCCOCCOCCNc1nc(N2CCN(C(=O)[C@H](CCC(=O)O)n3cc(C(N)Cc4ccc(O)cc4)nn3)CC2)nc(N2CCN(C(=O)[C@H](Cc3cc4ccccc4[nH]3)n3cc(C(N)[C@H](C)CC)nn3)CC2)n1 (stereo not given in full)	-5%	20%	-2	1%	-7%	0%	0%	-6%	-5	/	-3%
COc1ccc(N2CCN(S(=O)(=O)c3cn(C)c(=O)n(C)c3=O)CC2)cc1	0%	3%	4	1%	0%	3%	1%	-8%	1	-19	-1%
COc1ccccc1N1CCN(CC(O)c2ccccc2)CC1 (stereo not given)	-1%	0%	1	1%	0%	1%	0%	5%	-3	-4	-3%
CC(C)OC(=O)C(CC(=O)O)N1CCOCC1 (stereo not given)	-1%	0%	-2	0%	1%	-2%	3%	-6%	1	-18	3%
Nc1cc(=O)[nH]c(SCc2nnnn2-c2ccc(Cl)cc2)n1	1%	-1%	8	-1%	-5%	28%	-2%	?	-14	7	0%
CCc1cccc(OCC2Cn3c(nc4c3c(=O)[nH]c(=O)n4C)O2)c1 (stereo not given)	0%	4%	1	-4%	-2%	34%	-4%	-8%	8	12	-5%
Cc1cc(C)c(C(=O)CSc2nnc(N)s2)cc1C	15%	6%	0	9%	4%	0%	-19%	-5%	-6	-41	23%
CNC(=O)/C(C#N)=C/c1cn(CC(=O)NCc2ccco2)c2ccccc12	2%	-1%	-1	-6%	-9%	15%	-3%	-3%	8	0	-3%
Cc1ccc(Cl)c(OCC(=O)NC2CCN(Cc3ccccc3)CC2)c1	-6%	5%	/	4%	-11%	/	3%	/	6	-3	1%
CC(C#CCN1CCCCC1)OCCOCc1ccccc1 (stereo not given)	2%	0%	1	1%	1%	-2%	2%	-4%	-2	-12	1%
Cc1ccc(S(=O)(=O)NCC(C)n2nc(C)cc2C)cc1 (stereo not given)	9%	-3%	-24	4%	-1%	-15%	3%	5%	-5	8	0%
COc1ccccc1N(CC(=O)Nc1ccc2c(c1)OCO2)S(=O)(=O)c1ccccc1	-7%	3%	-9	-8%	-1%	14%	-2%	-13%	6	-5	-3%
O=C(Oc1ccc([N+](=O)[O-])cc1)c1cncc(Br)c1	-4%	-5%	5	9%	0%	9%	-12%	-1%	2	-14	0%
CCOC(=O)N1CCC(Nc2cc(C)nc3c(-c4ccccc4OC)c(C)nn23)CC1	-3%	?	-2	12%	0%	?	-1%	-1%	28	-5	-6%
COc1ccc(Nc2nc(N3CCOCC3)nc(N3CCOCC3)n2)c(OC)c1	-2%	10%	-1	3%	-2%	27%	3%	-7%	1	1	2%
COc1ccc(Cl)cc1-n1c(=S)sc2c(=O)n(-c3ccc(F)cc3)c(SCC(=O)O)nc21	0%	2%	-25	-1%	-4%	-9%	1%	-3%	0	1	-2%
Cc1nn(CC(=O)Nc2ccc(C(=O)N3CCCCC3)cc2)c(=O)c2ccccc12	-2%	/	1	-6%	-1%	6%	-3%	3%	0	8	0%
CC1CCN(C(=O)COC(=O)c2ccc3ccccc3n2)CC1	/	-5%	/	0%	1%	/	/	/	-2	-2	/
Cc1ccc(S(=O)(=O)NNC(=O)c2cc3cc4ccccc4nc3s2)cc1	-1%	1%	10	-2%	30%	-8%	?	?	-2	-3	-2%
O=C1CC(N2CCN(C(c3ccccc3)c3ccccc3)CC2)C(=O)N1Cc1ccc(N2CCCC2=O)cc1 (stereo not given)	-1%	3%	/	-4%	1%	?	-1%	-16%	4	2	-5%
Cc1c(F)cccc1NS(=O)(=O)c1ccc2c(c1)c(=O)n(C)c(=O)n2C	-2%	-2%	-1	-4%	3%	23%	-9%	9%	-3	-9	-2%
CCN(CC(=O)Nc1ccccc1OC)C(=O)CSCC(=O)Nc1ccc(OC)cc1	3%	-4%	/	17%	0%	/	2%	/	-18	-14	0%
COc1ccc(CCN2C(=S)N(C)C(=O)C2CC(=O)Nc2ccc(OC)cc2)cc1 (stereo not given)	-4%	4%	1	-24%	2%	?	-2%	4%	12	22	-4%
O=C(OCC(=O)N1CCCC1)c1ccc(OC(F)(F)F)cc1	0%	2%	3	1%	-1%	-9%	-9%	-23%	3	9	-3%
Going on with the list.
SMILES	Rab9 prom act	uPA generation	Coupling enz	ELG1 genotoxic	Tb PFK block	RORgamma inh	FLuc counter	Gal4-VP16 FLuc	Giardia killer	KCNH2 3.1 block	NPC1 promoter act
O=C(C/C=N/OCc1c(Cl)cccc1Cl)c1cnc(-c2ccccc2)s1	-3%	7%	3	1%	0%	1%	-1%	6%	3	5	-4%
COc1cccc(Cn2cccc(NC(=O)Nc3cccc(C#N)c3)c2=O)c1	-22%	2%	-2	-6%	-4%	?	-3%	-20%	-6	3	-9%
O=C(c1cccs1)N1CCCC(c2nc(-c3ccc(F)cc3)no2)C1 (stereo not given)	28%	/	3	?	-4%	?	?	-18%	-4	6	19%
O=C(O)C1=CC[C@@H](c2ccc(Cl)cc2)N(S(=O)(=O)c2ccc(Cl)cc2)[C@H]1c1ccc(F)cc1	0%	0%	/	-2%	-6%	/	8%	/	?	/	1%
CC(=O)N1CCN(c2ccc(NC(=S)NC(=O)COc3ccc(C(C)(C)C)cc3)cc2)CC1	-17%	-7%	1	13%	0%	39%[10 µM]	2%	?	-13	-9	-3%
COc1cccc(OC)c1C(=O)Nc1ccccc1N1CCCCC1	-4%	2%	0	2%	3%	?	6%	6%	22	-46	-5%
C[C@@]12C(=O)OC(=O)[C@]1(C)C1CCC2O1	-41%[inhibitor]	-15%	/	?	-11%	/	0%	/	-94*	-3	-38%[inhibitor]
O=C(Nc1ccc(S(=O)(=O)N2CCc3ccccc3C2)cc1)C1CCCO1 (stereo not given)	/	/	3	/	/	?	11%	-18%	-28	1	/
O=C(CC1Nc2ccccc2NC1=O)Nc1cc(Cl)cc(Cl)c1 (stereo not given)	-1%	2%	-2	-1%	-2%	-9%	0%	0%	-11	-3	0%
Cc1ccc(S(=O)(=O)CCC(=O)N2CCN(c3ccccc3O)CC2)cc1	/	18%	/	1%	0%	/	/	/	10	1	/
CC/C(=N\NC(=O)c1cc(C)nc2ccccc12)c1ccc(C)s1	1%	-15%	-1	-4%	-5%	-32%	3%	-2%	1	3	1%
Cc1nn(C)cc1NC(=O)c1nn(C)cc1[N+](=O)[O-]	-7%	7%	1	-3%	-1%	-1%	5%	-11%	-19	-1	-4%
COc1ccc(CCNC(=S)N2CCN(S(=O)(=O)c3ccc(F)cc3)CC2)cc1	-7%	0%	/	5%	6%	/	1%	/	0	2	0%
C/C(N)=C(/C#N)C(=O)CSc1nc2ccccc2c(=O)n1-c1ccc(C)cc1	-4%	/	-1	-3%	0%	20%	2%	-23%	/	/	3%
COCC(C)N1CCC(n2nccc2NC(=O)c2ccc3c(c2)OCO3)CC1 (stereo not given)	6%	10%	/	2%	-2%	4%	2%	1%	14	-1	-5%
CCN1CCN(c2cc(C)c3cc(NC(=O)Cc4ccccc4OC)ccc3n2)CC1	-7%	3%	3	0%	4%	-2%	-8%	22%	4	15	-9%
COc1ccc(NS(=O)(=O)c2cccc(C(=O)N/N=C/c3cn(-c4ccccc4)nc3-c3ccccc3)c2)cc1	10%	12%	-1	2%	4%	?	-5%	2%	2	-1	9%
O=C(CSc1nnnn1Cc1ccccc1)NCCc1ccccc1	11%	-4%	1	-2%	-8%	4%	4%	2%	18	7	-4%
CCOc1ccc(CCNC(=O)c2cc3c(C)nccc3[nH]c2=O)cc1OCC	-14%	-12%	-1	-12%	-2%	24%	-2%	-8%	38[activator]	-1	-4%

Quoted from the listing.
In NPC1 promoter act, C/C(N)=C(/C#N)C(=O)CSc1nc2ccccc2c(=O)n1-c1ccc(C)cc1 reads 3%
In Giardia killer, CC/C(=N\NC(=O)c1cc(C)nc2ccccc12)c1ccc(C)s1 reads 1
In Gal4-VP16 FLuc, O=C(c1cccs1)N1CCCC(c2nc(-c3ccc(F)cc3)no2)C1 (stereo not given) reads -18%

Screening data as filed in PubChem.
